CHRM4 antagonist: human M4 muscarinic receptor antagonists, primary screen, CHO cells, Fluo-8 calcium fluorescence. Muscarinic acetylcholine receptor M4 (Homo sapiens), P08173. CHO-hM4 cells, ACh EC80. inhibition, % at 3 µM. 360,000 compounds, 0.73% hits. AID 624125, 2012;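 active = inhibition above its plate's cutoff, the mean inhibition of sample wells plus 3 SD, cut at about 27% in these data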;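 note: 0% = acetylcholine EC80 with DMSO and 100% = DMSO without agonist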
Target sequence (P08173 whole entry, looked up): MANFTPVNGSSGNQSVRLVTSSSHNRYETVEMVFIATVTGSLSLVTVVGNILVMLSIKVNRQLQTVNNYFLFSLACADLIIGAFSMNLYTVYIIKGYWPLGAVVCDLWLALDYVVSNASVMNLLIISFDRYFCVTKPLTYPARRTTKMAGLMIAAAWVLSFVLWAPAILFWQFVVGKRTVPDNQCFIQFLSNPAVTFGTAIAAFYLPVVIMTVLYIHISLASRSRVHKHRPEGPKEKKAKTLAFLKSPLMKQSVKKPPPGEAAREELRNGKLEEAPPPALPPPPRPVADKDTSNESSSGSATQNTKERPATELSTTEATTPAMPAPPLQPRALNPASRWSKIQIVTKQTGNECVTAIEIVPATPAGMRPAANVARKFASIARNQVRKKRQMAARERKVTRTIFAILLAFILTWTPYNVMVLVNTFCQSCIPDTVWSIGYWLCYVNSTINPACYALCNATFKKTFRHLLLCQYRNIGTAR
CRFR2-BP ag: agonists of CRF-BP/CRF-R2 complex, primary screen, cell-based, HEK293, calcium dye fluorescence, uHTS; calcium dye fluorescence (FLIPR); percent of saturating CRF peptide response; 350,000 compounds, 0.46% hits; AID 588473, 2011; CRF-binding protein / CRF receptor 2 complex (human); activation, % at 13.2 µM;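 active = activation of at least 50%, plus an integration ratio under a set limit after plate pattern correction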;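 note: plate controls were neutral control wells without compound for no effect and CRF at EC100 for full effect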
CHRM5 agonist: human M5 muscarinic receptor agonists, primary screen, CHO-K1 cells, Fluo-8 calcium fluorescence; Muscarinic acetylcholine receptor M5 (Homo sapiens), P08912; CHO-K1 hM5 cells; 0% DMSO wells, 100% maximal acetylcholine response; activation, % at 3 µM; 360,000 compounds, 0.19% hits; AID 624037, 2012;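 active = activation above the run's mean over test compounds plus 3 SD, cut at about 23% in these data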;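 note: signal is peak over basal fluorescence ratio across the kinetic read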
M4 ag: human M4 muscarinic receptor agonists, primary screen, CHO-K1 cells, Fluo-8 calcium fluorescence. activation, % at 3 µM. CHO-K1 hM4/Gqi5; vehicle 0%, full acetylcholine response 100%. Muscarinic acetylcholine receptor M4 (Homo sapiens), P08173. 360,000 compounds, 0.14% hits;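 active = activation above the run mean over all test wells plus 3 SD, cut at about 32% in these data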;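 note: peak over basal fluorescence ratio per well then scaled between controls; 0% = DMSO wells and 100% = acetylcholine at EC100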
M1 PAM: human M1 muscarinic receptor positive allosteric modulators, primary screen, CHO-K1 cells, Fluo-8 calcium fluorescence, 1536-well | Muscarinic acetylcholine receptor M1 (Homo sapiens), P11229 | CHO-K1 hM1, ACh EC20; 0% = ACh EC20, 100% = maximal ACh | activation, % at 3 µM | 360,000 compounds, 0.088% hits; in the data active = activation above about 19%, passing the limit was not always enough
Target sequence (P11229 whole entry, looked up): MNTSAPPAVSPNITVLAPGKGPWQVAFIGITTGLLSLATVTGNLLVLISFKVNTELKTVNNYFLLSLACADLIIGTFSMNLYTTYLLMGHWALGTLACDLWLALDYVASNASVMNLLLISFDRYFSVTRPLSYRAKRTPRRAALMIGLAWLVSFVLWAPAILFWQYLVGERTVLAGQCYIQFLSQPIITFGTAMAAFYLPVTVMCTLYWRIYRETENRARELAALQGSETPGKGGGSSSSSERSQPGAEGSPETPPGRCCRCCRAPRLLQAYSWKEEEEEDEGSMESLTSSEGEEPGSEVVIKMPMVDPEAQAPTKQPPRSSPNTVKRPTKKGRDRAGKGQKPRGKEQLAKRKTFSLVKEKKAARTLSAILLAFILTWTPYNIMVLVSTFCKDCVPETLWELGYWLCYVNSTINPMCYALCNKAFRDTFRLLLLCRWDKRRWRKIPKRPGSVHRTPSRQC
M4 PAM: human M4 muscarinic receptor positive allosteric modulators, primary screen, CHO-K1 cells, Fluo-8 calcium fluorescence | Muscarinic acetylcholine receptor M4 (Homo sapiens), P08173 | CHO-K1 hM4/Gqi5, ACh EC20; 0% = ACh EC20, 100% = maximal ACh | activation, % at 3 µM | 360,000 compounds, 0.4% hits | AID 624126, 2012;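 active = activation above its plate's cutoff, the mean activation of sample wells plus 3 SD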; note: some results filed as inactive read as strong as hits
CHRM5 antagonist: human M5 muscarinic receptor antagonists, primary screen, CHO cells, Fluo-8 calcium fluorescence. Muscarinic acetylcholine receptor M5 (Homo sapiens), P08912. CHO-hM5 cells, ACh EC80. inhibition, % at 3 µM. 360,000 compounds, 0.59% hits. AID 624040, 2012;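 active = inhibition above a per-plate cutoff, the mean of that plate's test compounds plus 3 SD, cut at about 27% in these data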;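 note: 0% = acetylcholine EC80 with DMSO and 100% = DMSO without agonist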
M5 PAM: human M5 muscarinic receptor positive allosteric modulators, primary screen, CHO-K1 cells, Fluo-8 calcium fluorescence | Muscarinic acetylcholine receptor M5 (Homo sapiens), P08912 | CHO-K1 hM5, ACh EC20 PAM; 0% = ACh EC20, 100% = ACh EC100 | activation, % at 3 µM | 360,000 compounds, 0.3% hits | AID 624038, 2012;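 active = activation above the run cutoff, the mean activation of all test compounds plus 3 SD, cut at about 18% in these data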
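system = human M5 receptor in CHO-K1 cells | reagent = EC20 acetylcholine as agonist stimulus | compound dosing = single-point, 3 µM nominal | incubation = Fluo-8 loading 80 min at 37 °C plus 30 min room temperature | detection = Fluo-8 calcium dye fluorescence, kinetic read | benchmarks = low control EC20 acetylcholine (0%), high control EC100 acetylcholine (100%)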
CRFR2-BP antag: antagonists of CRF-BP/CRF-R2 complex, primary screen, cell-based, HEK293, calcium dye fluorescence, uHTS; CRF-induced calcium fluorescence; inhibition, % at 11.8 µM; 350,000 compounds, 0.59% hits; AID 588475, 2011;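 active = inhibition of the ligand-induced calcium signal above about 50% at the single tested concentration, limit read from the data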
The depositor's hits bear a star; / = no result given.

SMILES | CHRM4 antagonist | CRFR2-BP ag | CHRM5 agonist | M4 ag | M1 PAM | M4 PAM | CHRM5 antagonist | M5 PAM | CRFR2-BP antag
Cc1ccsc1/C=N/NC(=O)Cn1nc(C)c([N+](=O)[O-])c1C | 4.0 | 0.1 | 2.4 | 1.1 | 4.6 | -2.5 | 7.8 | 5.0 | -2.4
Cc1ccc(OCCn2cc(/C=C3\C(=O)NN(c4ccccc4)C3=O)c3ccccc32)cc1 | 1.7 | -2.4 | -2.5 | 0.4 | 8.1 | 5.8 | 3.4 | 1.7 | 47.9
CSc1nc(-c2ccc(C)cc2)[nH]c1S(=O)(=O)c1ccccc1 | -3.4 | -2.7 | -6.3 | 1.3 | 3.7 | -0.8 | 5.4 | -4.0 | -7.3
O=C(NC1CCCCC1)C(=O)c1c(-c2ccccc2)[nH]c2ccccc12 | 5.8 | -7.5 | 0.2 | 2.6 | 1.1 | -7.2 | -0.5 | -3.4 | 7.0
CCCN1C(=O)C2(SC(NC(C)=O)=NN2C(C)=O)c2cc(C)ccc21 (stereo not given) | -1.4 | 3.9 | -3.9 | 1.0 | 11.6 | -2.0 | 4.9 | 2.9 | 19.5
C/C(=N\Nc1c(Cl)c(Cl)nc(C(=O)O)c1Cl)c1ccc(O)cc1 | -7.3 | 1.1 | -3.4 | -0.1 | 9.6 | 0.8 | 8.6 | 1.9 | 2.3
CS(=O)(=O)N1N=C(c2ccccc2)CC1c1ccc2nccnc2c1 (stereo not given) | -0.4 | 5.0 | -0.3 | 2.4 | -6.4 | -11.2 | -2.1 | -3.9 | -11.4
O=C(c1cc(C2CC2)nn1-c1ccccc1)N1CCN(S(=O)(=O)c2ccccc2F)CC1 | -3.6 | -2.0 | -3.4 | 1.2 | -2.8 | -0.7 | 6.7 | -6.4 | 31.2
COc1cc(C(=O)NCc2ccc(S(N)(=O)=O)cc2)ccc1OCC(=O)N1CCOCC1 | -2.8 | -0.1 | 2.3 | 0.7 | 0.2 | 2.1 | 4.8 | 2.1 | -1.8
C/C(=N/NC(=O)CN1CCN(Cc2ccccc2)CC1)c1ccc([N+](=O)[O-])cc1 | 1.1 | -0.3 | -3.6 | 0.8 | -2.5 | -2.5 | -0.1 | 8.9 | -3.4
COc1ccc(OC)c(C2CC(=O)c3c([nH]c(C(=O)OCC4CCCO4)c3C)C2)c1 (stereo not given) | -16.1 | -2.7 | -0.1 | 5.0 | 11.4 | 5.8 | -0.1 | 0.9 | 7.0
O=C1NC(=O)C2C1C(c1cccs1)NN2Cc1ccccc1 (stereo not given) | -4.3 | -3.5 | 1.8 | 0.3 | -0.6 | 0.3 | 8.4 | 1.1 | -7.8
Nc1ccc(C(=O)Nc2cccc3ncccc23)cc1 | -5.1 | 0.0 | 8.1 | 0.5 | 12.8 | -3.2 | -19.2 | 17.4 | 9.7
CC(C)c1ccc(NC(=O)CCNC(=O)Cn2ccc3ccccc3c2=O)cc1 | -7.0 | -1.3 | -2.6 | 1.7 | 12.5 | 11.1 | 5.2 | 0.6 | 4.2
Cc1ccc(SCc2cc(=O)[nH]c(N3CCN(Cc4ccc5c(c4)OCO5)CC3)n2)cc1 | -11.8 | 0.4 | -1.9 | 0.2 | 7.1 | 6.8 | -3.4 | -1.0 | 6.4
COc1ccnc(-n2cccc2/C=N/O)c1C#N | 7.9 | 0.2 | 2.0 | 0.7 | 11.3 | -1.8 | -4.7 | 2.7 | -12.4
COc1ccccc1CNC(=O)COc1cccc(-n2cnnn2)c1 | 1.7 | -1.0 | -2.4 | 2.4 | 4.8 | -2.9 | 0.1 | 0.8 | 12.8
COc1ccc(NC(=O)CSc2nc(O)c(Cc3ccccc3)c(=O)[nH]2)cc1 | 3.4 | -0.3 | 2.9 | -0.4 | 7.3 | 0.5 | 1.9 | 3.1 | -28.0
CCC(C)c1ccc(NC(=O)COc2c(F)c(F)c(C(F)(F)F)c(F)c2F)cc1 (stereo not given) | -2.2 | 7.2 | -1.9 | 0.2 | -9.2 | 0.7 | 3.2 | -2.2 | -65.8
Cc1ccc(CNC(=O)CN2C(=O)NC3(CCCC3)C2=O)cc1 | -3.1 | 1.7 | -1.4 | -0.5 | 11.7 | 0.3 | 13.1 | 1.3 | 2.2
Cc1sccc1/C=N/NC(=O)c1cccc2ccccc12 | 2.3 | -0.2 | -1.6 | 2.5 | -2.0 | 5.6 | 6.7 | -8.6 | 1.5
CCCNC(=O)c1ccc2c(c1)S(=O)(=O)c1ccccc1C2=O | -4.2 | -2.6 | -3.8 | 3.7 | 11.5 | 11.4 | -5.0 | -0.7 | 17.3
Cc1cccc(OCCC(=O)OCC(=O)N2c3ccccc3NC(=O)C2(C)C)c1 | -15.4 | -3.3 | 5.8 | 21.9 | -9.8 | -8.7 | -0.9 | -12.2 | 16.2
Cc1nc(C/C(=N\Nc2ccccc2)c2ccc(O)cc2O)cs1 | 2.8 | 3.7 | 1.5 | -0.6 | 1.2 | -3.0 | 1.8 | 1.0 | -24.4
COc1ccc(C(=O)O/N=C(\N)c2ccccc2)c(OC)c1 | 3.0 | -0.2 | -1.8 | 1.0 | -2.4 | 1.0 | 7.5 | -5.6 | 0.8
COc1ccc(N(CC(=O)NC2CCCC2)C(=O)c2csnn2)cc1 | -3.7 | 1.6 | -1.8 | -0.3 | -2.9 | 6.8 | -4.4 | 5.5 | -9.1
COc1ccc(-c2cn3ccsc3n2)cc1 | -0.1 | -1.4 | -3.8 | 0.6 | 7.0 | 5.9 | -7.2 | 1.1 | 9.1
COc1ccc(NC(=O)C2CC(=O)N=C(N)S2)cc1 (stereo not given) | 0.8 | -4.0 | 3.2 | 17.9 | 2.5 | -9.8 | 18.9 | -11.2 | 3.0
NS(=O)(=O)c1ccc(NCc2cnc3ccccc3n2)cc1 | 7.8 | -0.7 | -0.1 | 0.5 | 0.9 | 8.5 | -2.6 | 1.8 | 2.5
CCc1ccc(N2C(=O)c3ccc4c5c(ccc(c35)C2=O)CC4)cc1 | 2.1 | -0.2 | -1.2 | 0.0 | 5.3 | 1.3 | 0.6 | -2.1 | 5.7
O=C(NCCCc1ccncc1)C1CCC(=O)N(Cc2cccc(C(F)(F)F)c2)C1 (stereo not given) | 15.9 | -0.6 | -4.6 | -0.6 | 7.3 | -7.4 | 11.6 | -2.5 | 15.7
CC(C)(C)NC(=O)c1ccc(COc2ccc(Cl)cc2Cl)o1 | -3.3 | -0.9 | -6.4 | 4.7 | 1.0 | -7.3 | -0.7 | -3.5 | -2.5
CCN(CC)S(=O)(=O)c1cc(NC(=O)c2ccc3c(c2)NC(=O)C(C)S3)ccc1C (stereo not given) | 11.2 | 0.2 | 1.7 | 23.1 | -15.6 | -11.8 | 10.3 | -42.0 | -5.3
Cc1ccc(O)c(NC(=O)C2CCCCC2)c1 | -3.9 | -0.4 | -2.0 | -0.6 | 4.7 | -11.5 | 14.7 | -1.3 | 0.3
CCOC(=O)C1=CC[C@@H](c2ccccc2)N(S(=O)(=O)c2ccc(C)cc2)[C@H]1C | -8.2 | / | -2.0 | -2.3 | -4.2 | 0.3 | -3.3 | 0.2 | /
O=C(COC(=O)c1ccc(Cl)nc1)c1ccc2c(c1)OCCO2 | 1.9 | -2.4 | -1.2 | 4.6 | 6.3 | 8.9 | -13.2 | -3.3 | -14.1
O=C(CSc1n[nH]c(=O)[nH]c1=O)Nc1ccc(SC(F)F)cc1 | 4.1 | -0.8 | 1.1 | 0.3 | 5.0 | 1.6 | 9.6 | 6.5 | 11.2
CCOCCCNC(=O)C1CCN(S(=O)(=O)N2CCCCC2)CC1 | 8.5 | 1.2 | 4.5 | 4.2 | 1.4 | -2.4 | -7.7 | -0.9 | 5.3
C1CCC(NC2=NCCO2)CC1 | -12.6 | 3.0 | -1.1 | 0.3 | 2.3 | 8.1 | 7.9 | -4.9 | 1.2
O=C(Cc1ccccc1)c1c[nH]c(C(=O)NC2CCCC2)c1 | -2.9 | -1.0 | 9.2 | 1.0 | 1.3 | -4.0 | 9.3 | -1.7 | 2.1

Retrieved by compound from the list above:
SMILES | CHRM4 antagonist | CRFR2-BP ag | CHRM5 agonist | M4 ag | M1 PAM | M4 PAM | CHRM5 antagonist | M5 PAM | CRFR2-BP antag
CCOC(=O)C1=CC[C@@H](c2ccccc2)N(S(=O)(=O)c2ccc(C)cc2)[C@H]1C | -8.2 | / | -2.0 | -2.3 | -4.2 | 0.3 | -3.3 | 0.2 | /
O=C(COC(=O)c1ccc(Cl)nc1)c1ccc2c(c1)OCCO2 | 1.9 | -2.4 | -1.2 | 4.6 | 6.3 | 8.9 | -13.2 | -3.3 | -14.1
O=C(NCCCc1ccncc1)C1CCC(=O)N(Cc2cccc(C(F)(F)F)c2)C1 (stereo not given) | 15.9 | -0.6 | -4.6 | -0.6 | 7.3 | -7.4 | 11.6 | -2.5 | 15.7
O=C(CSc1n[nH]c(=O)[nH]c1=O)Nc1ccc(SC(F)F)cc1 | 4.1 | -0.8 | 1.1 | 0.3 | 5.0 | 1.6 | 9.6 | 6.5 | 11.2

Additional records
SMILES | CHRM4 antagonist | CRFR2-BP ag | CHRM5 agonist | M4 ag | M1 PAM | M4 PAM | CHRM5 antagonist | M5 PAM | CRFR2-BP antag
Cc1ccsc1C(=O)OCC(=O)N1CC(C)CC(C)C1 (stereo not given) | 2.0 | -0.9 | 2.6 | 1.0 | 7.3 | -1.7 | -3.5 | 8.2 | -1.6
CC(C)Oc1ccc(C(=O)NCc2cccs2)cc1 | -4.2 | 2.2 | -3.2 | -0.3 | -5.0 | 2.2 | 5.0 | 0.8 | -12.8
Cc1cc(C)c(S(=O)(=O)/N=C2\C=CC(=O)C(Cl)=C2)c(C)c1 | 1.1 | -0.9 | 0.0 | 2.8 | -4.3 | 2.1 | -0.7 | -5.5 | -5.6
CC(=O)NC(CC(=O)NC1CCCCCC1)c1ccccc1 (stereo not given) | 6.3 | 0.0 | 1.3 | 0.6 | 12.4 | 2.7 | 7.4 | 0.8 | 31.9
Cc1cc2c(cc(C(=O)OC(C(=O)NC3CCCCC3)C(C)C)n2C)o1 (stereo not given) | 1.3 | -2.6 | -2.5 | 0.8 | -7.6 | 2.4 | 6.3 | -2.8 | -1.1
CC1CCCN(C(=S)Nc2ccc(Nc3ccccc3)cc2)C1 (stereo not given) | -4.5 | 0.5 | -2.6 | 4.5 | -1.6 | -4.0 | -2.5 | 4.3 | 1.7
COc1ccc(-c2noc(-c3ccccc3C(=O)NCc3ccco3)n2)cc1 | 0.0 | -3.3 | -3.1 | 13.7 | -3.5 | -10.8 | 13.4 | -14.7 | 11.0
Cn1c(N)c(C(=O)COC(=O)CN2C(=O)c3ccccc3C2=O)c(=O)n(C)c1=O | 0.0 | 0.8 | -1.3 | 1.5 | 13.8 | 9.7 | -1.6 | 3.4 | -6.6
Cc1ccc2cc(CN(CC3CCCO3)S(=O)(=O)c3cccc4nsnc34)c(=O)[nH]c2c1 (stereo not given) | -3.0 | 17.9 | 4.5 | 7.5 | -7.7 | -4.6 | -3.4 | -8.1 | -68.6

Source: PubChem BioAssay
